DAGLB inh: DAGLB lipase inhibitors, primary screen, biochemical, fluorescence, HTS. Diacylglycerol lipase-beta (Homo sapiens), Q8NCG7. HEK293T DAGLB membrane lysate, EnzChek fluorogenic substrate. inhibition, % at 5.17 µM. 0.059% of 340,000 active; in the data active = inhibition above about 34%;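 also: 0% = enzyme with vehicle and 100% = wells lacking enzyme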
Target sequence (Q8NCG7 whole entry, looked up): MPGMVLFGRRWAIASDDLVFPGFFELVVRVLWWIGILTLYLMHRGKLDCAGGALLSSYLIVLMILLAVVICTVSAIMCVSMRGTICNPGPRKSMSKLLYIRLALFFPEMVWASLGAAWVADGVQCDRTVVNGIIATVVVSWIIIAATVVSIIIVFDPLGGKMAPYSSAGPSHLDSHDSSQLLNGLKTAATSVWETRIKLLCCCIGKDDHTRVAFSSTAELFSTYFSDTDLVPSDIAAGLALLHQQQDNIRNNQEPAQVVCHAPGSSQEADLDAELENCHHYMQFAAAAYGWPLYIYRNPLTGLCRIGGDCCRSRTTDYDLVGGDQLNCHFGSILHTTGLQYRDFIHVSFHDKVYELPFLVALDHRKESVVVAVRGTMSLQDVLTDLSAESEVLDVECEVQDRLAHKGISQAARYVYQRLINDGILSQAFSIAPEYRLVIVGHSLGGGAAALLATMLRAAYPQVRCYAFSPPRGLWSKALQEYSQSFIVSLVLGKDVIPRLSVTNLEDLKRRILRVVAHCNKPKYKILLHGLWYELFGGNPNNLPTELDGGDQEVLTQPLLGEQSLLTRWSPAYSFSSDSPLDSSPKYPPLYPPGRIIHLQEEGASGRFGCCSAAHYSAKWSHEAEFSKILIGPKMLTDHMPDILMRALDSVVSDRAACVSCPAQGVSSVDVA
PvdQ acylase: P. aeruginosa PvdQ acylase inhibitors, primary screen, biochemical, fluorescence, plate reader and imaging, single point; inhibition, % at 10 µM; 0.063% of 340,000 active; purified PvdQ acylase; PvdQ acylase [Pseudomonas aeruginosa LESB58]; in the data active = inhibition above about 30%, passing the limit was not always enough;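 also: 0% = vehicle neutral wells and 100% = reference inhibitor wells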
RTF Ca sens inh: cardiac RTF calcium sensitivity inhibitors, primary screen, biochemical, IANBD-TnC fluorescence, EC70 calcium; inhibition, % at 7.15 µM; IANBD-labeled cardiac RTF, Ca2+ fluorescence; AID 493244, 2011; 0.12% of 340,000 active; Troponin I, cardiac muscle (Homo sapiens) + Troponin T, cardiac muscle (Homo sapiens) + …;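 active = inhibition above the mean inhibition of all tested compounds plus 3 SD, cut at about 17% in these data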;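 also: assay run at fixed EC70 calcium of 1.6 mM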
LANA DNA inh: inhibitors of KSHV C-LANA binding to DNA, primary screen, biochemical, fluorescence polarization, FAM-LBS DNA, MBP-C-LANA, single point | Kaposi's sarcoma herpesvirus LANA C-terminal domain (residues 932-1162) DNA binding | inhibition, % at 9 µM | 0.078% of 340,000 active;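 active = highest replicate inhibition at or above 60% at 9 µM, even if other replicates fall short; inactive = all replicates below 60% inhibition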;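 also: 0% = neutral control wells and 100% = 4 µM acridine orange control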
Arrestin-AP2 inh: inhibitors of beta-arrestin/AP2 binding, primary screen, biochemical, GPCR trafficking, flow cytometry; 0.31% of 340,000 active; FITC-arrestin peptide / GST-AP2 beads; AP2 beta2 appendage carries R879A mutation; inhibition, % at 10 µM;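 active = inhibition above a set limit, near 3 SD of compounds lacking own fluorescence, cut at about 54% in these data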;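 also: plate controls were DMSO wells for no effect and 5 µM unlabelled arrestin peptide for full effect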
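System: GST-AP2 R879A glutathione beads | Also added: FITC-arrestin peptide, 50 nM | Times: 12 min plus 1 h, RT | Signal: Bead flow cytometry, FITC channel | Buffer or medium: PBS with 0.05% Tween 20 and 0.1% BSA | Read-out basis: Percent drop in bead-associated FITC signal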
SR-BI DiI inh: inhibitors of SR-BI mediated HDL lipid uptake, primary screen, ldlA[mSR-BI] cells, fluorescence, single point | Scavenger receptor class B member 1 (Mus musculus), Q61009 | ldlA[mSR-BI] CHO cells, DiI-HDL uptake fluorescence, 3 h | inhibition, % at 12.5 µM | 0.96% of 320,000 active;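 active = mean replicate inhibition of at least 70% and a set share of replicates each scoring 70 or more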;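 also: 0% = median of neutral control wells and 100% = median of positive control wells; values of inactives mirror those of a sister screen read the other way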
NSD2 inh: NSD2 histone methyltransferase inhibitors, primary screen, biochemical, AlphaScreen, single concentration, set 2; inhibition, % at 12.5 µM; NSD2 peptide methylation, 120 min; Histone-lysine N-methyltransferase NSD2 (Homo sapiens), O96028; 0.54% of 310,000 active; in the data active = inhibition above about 50%
SR-BI DiI-HDL act: activators of SR-BI mediated DiI-HDL uptake, primary screen, ldlA[mSR-BI] CHO cells, DiI fluorescence; 3 h; 100 = double the neutral-control signal; activation, % at 12.5 µM; 0.096% of 320,000 active; AID 504775, 2011;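 active = mean replicate activation of at least 60% and every replicate at or above 60%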;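 also: 0% = median plate neutral-control signal and 100% = twice that signal; values of inactives mirror those of a sister screen read the other way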
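Material – SR-BI-overexpressing, LDLR-lacking CHO cells · Medium – BSA-supplemented, HEPES-buffered Ham's F12, pH 7.4 · Doses – single concentration · Times – compound with DiI-HDL co-incubation, 3 h at 37 °C · Measured by – bottom-read fluorescence, 550/595 nm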
PKA-R2B act: activators of PKA-R2B holoenzyme, primary screen, biochemical, fluorescence polarization, Cy5-IP20, human. cAMP-dependent protein kinase catalytic subunit beta (Homo sapiens) + cAMP-dependent …. PKA-R2B holoenzyme dissociation; R2B truncated from residue 108, S112A mutant; 0% DMSO only, 100% 113 µM cGMP. activation, % at 11.4 µM. 0.079% of 340,000 active. AID 504700, 2011;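 active = activation above a cutoff set at the mean over all compounds plus 3 SD, cut at about 18% in these data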;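 also: higher means more holoenzyme dissociation and a rise in polarization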
Keap1-Nrf2 PPI: Keap1-Nrf2 protein-protein interaction inhibitors, primary screen, biochemical, fluorescence polarization, single point; Kelch-like ECH-associated protein 1 (Homo sapiens), Q14145; Keap1 Kelch-Nrf2 peptide fluorescence polarization, 1536-well; inhibition, % at 9.4 µM; 0.15% of 340,000 active; in the data active = inhibition above about 12%;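 also: human Keap1 Kelch domain with fluorescein labeled Nrf2 9mer peptide probe; 0% = neutral control wells and 100% = peptide positive control; higher means more block of Keap1 binding to Nrf2 peptide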
* = called active by the depositor; . = not tested or not shown.

SR-BI DiI inh,NSD2 inh,Keap1-Nrf2 PPI,Arrestin-AP2 inh,DAGLB inh,SR-BI DiI-HDL act,LANA DNA inh,PvdQ acylase,PKA-R2B act,RTF Ca sens inh,SMILES
-4.0,-4.8,-1.0,-1.3,2.0,4.0,1.0,-6.7,4.1,-2.5,CCN(C(=O)COC(=O)CC1CCCCC1)c1c(N)n(Cc2ccccc2)c(=O)[nH]c1=O
-10.2,-0.7,-3.1,5.2,-0.6,10.2,0.0,-11.8,2.8,-1.2,O=C(Nc1ccc(Cl)cc1)OCCN1CCOCC1
17.8,15.4,-3.5,9.9,-7.9,-17.8,-0.1,4.7,-2.0,-14.9,CCOc1ccc(C(=O)c2ccc([N+](=O)[O-])cc2Cl)cc1
35.6,-3.9,-3.1,23.7,-9.9,-35.6,1.2,3.6,-11.6,5.8,Cc1ccc(NC(=O)COc2ccccc2C=O)cc1Cl
-25.6,.,0.8,-2.2,-0.9,25.6,0.9,1.8,-10.7,-3.0,COC(=O)c1ccc(CNC(=O)COc2ccccc2Br)o1
34.8,-2.1,-3.8,13.3,-5.0,-24.8,-1.2,0.3,-13.4,5.3,CCN1C(=O)C(CC(=O)Nc2ccc(OC)cc2)N(CCc2ccc(F)cc2)C1=S (configuration not stated)
-7.2,-3.9,-0.9,9.6,1.2,7.2,-2.0,-19.0,8.7,-11.5,c1ccc(COc2ccc(OCCOCCn3cncn3)cc2)cc1
-7.9,3.6,-1.5,14.0,0.7,7.9,-1.0,-6.3,1.5,-6.8,COc1ccc(CCN2CC(C(=O)N3CCSCC3)CCC2=O)cc1 (configuration not stated)
34.2,-0.6,-2.2,6.6,1.3,-34.2,-0.1,-10.9,-16.9,-2.5,CC(=O)c1ccc(N2CCN(C(=O)c3nn(Cc4ccccc4)c(=O)c4ccccc34)CC2)cc1
18.6,1.3,6.4,2.6,3.0,-18.6,-0.2,-5.2,-9.5,1.7,C/C(=N\NC(=O)CN(c1ccccc1)S(C)(=O)=O)c1ccccc1O
18.1,-1.0,3.2,3.9,4.3,-18.1,0.2,-5.7,-8.2,-2.3,CC(CCc1ccccc1)NC(=O)c1ccc(-n2cncn2)c([N+](=O)[O-])c1 (configuration not stated)
-12.7,-0.7,-5.6,-5.6,-2.8,12.7,-1.3,-17.2,-0.3,-9.1,Cc1c(C(=O)NCc2ccccc2)cnn1-c1ccccc1
.,-8.9,1.3,1.0,0.5,.,-0.9,8.3,1.8,-11.1,Cc1ccccc1NC(=O)CCNS(=O)(=O)c1cccc2nsnc12
5.6,-4.6,-2.2,11.4,1.1,-5.6,3.4,3.1,-7.7,4.3,COCCNC(=O)CN(C(=O)c1ccc(N2CCCC2)nc1)c1ccc(Cl)cc1
0.5,1.6,0.0,-7.7,1.8,-0.5,1.0,-5.5,-6.7,-7.9,O=C(NCC1CCCO1)c1cc(-c2ccncc2)nc2ccccc12 (configuration not stated)
41.4,-2.6,-3.8,0.4,-0.5,-41.4,0.6,-10.6,-1.9,-12.0,CCCCN(C(=O)/C=C/c1ccc(OCC(C)C)c(OCC)c1)c1c(N)n(CCC)c(=O)[nH]c1=O
-41.8,-0.8,-2.3,-0.8,1.5,41.8,-1.1,-13.4,-10.2,-1.0,CCOC(=O)Nc1ccc(S(=O)(=O)Nc2cc(C)on2)cc1
-9.6,15.5,-3.5,-0.6,-1.7,9.6,0.2,-30.1,-7.2,0.4,N=c1sccn1CC(=O)Nc1ccc2c(c1)CCC2
17.5,0.7,-4.9,4.3,-3.4,-17.5,-1.2,2.5,-1.8,-6.1,Cc1ccc(-n2ncc3c2CC(C)(C)CC3NC(=O)CN2CCCC2=O)cc1 (configuration not stated)
-2.0,3.4,0.1,7.4,0.9,2.0,0.3,-3.5,3.8,-7.3,O=C(c1cccs1)c1coc2ccc(O)c(CN(CCO)CCO)c12
-14.9,-1.0,3.1,-5.4,-39.1,14.8,2.3,-12.2,-0.1,-7.7,Cc1ccc(C(=O)CC(=O)COc2ccc(Cl)cc2)cc1
1.7,5.2,0.2,1.5,0.1,-1.7,-3.3,2.2,-3.5,-9.1,COc1cc2[nH]c(=S)nc(NCC3CCCO3)c2cc1OC (configuration not stated)
-12.2,6.3,-0.6,-1.8,0.2,12.2,-0.5,-7.7,0.2,-4.2,CN1CCCN(C(=O)c2cccc3ccccc23)CC1
-7.5,-0.2,1.8,-3.3,-1.8,7.5,-0.3,-9.7,-7.4,-4.2,O=C(c1cnn2c(C(F)F)cc(C3CC3)nc12)N1CCOCC1
-11.0,-1.2,-1.9,31.0,-1.6,11.0,-0.6,4.9,-14.7,0.8,ON=C1CCCC2CCCCC12 (configuration not stated)
1.6,-0.3,-2.1,-10.9,-1.8,-1.6,0.4,-8.9,-8.7,1.4,CCOc1ccc(N(C(C)C(=O)NC(C)CC)S(C)(=O)=O)cc1 (configuration not stated)
2.6,-0.2,1.8,-1.7,-1.1,-2.6,0.6,-1.5,-1.6,5.0,Cc1ccc2cc(CN(c3ccccc3C)S(=O)(=O)c3ccccc3)c(=O)[nH]c2c1
14.3,-0.6,-6.4,-9.2,-0.9,-14.3,-0.7,-15.1,-1.2,-3.2,Cc1cc(C)n(Cc2cccc(C(=O)N/N=C/c3cccnc3)c2)n1
6.9,-0.5,3.5,-6.6,2.8,-6.9,0.7,-8.3,5.9,-14.7,CC(C)CN1C(=O)c2ccc(C(=O)Nc3ccc(O)cc3C(=O)O)cc2C1=O
9.0,-1.2,4.3,-8.2,-2.9,-9.0,-1.0,3.9,-8.0,9.0,N#Cc1ccc(Oc2ccc(S(=O)(=O)N3CCCCC3)cn2)cc1

3 compounds out of the list, arranged by molecular weight, low to high.
SR-BI DiI inh,NSD2 inh,Keap1-Nrf2 PPI,Arrestin-AP2 inh,DAGLB inh,SR-BI DiI-HDL act,LANA DNA inh,PvdQ acylase,PKA-R2B act,RTF Ca sens inh,SMILES
-10.2,-0.7,-3.1,5.2,-0.6,10.2,0.0,-11.8,2.8,-1.2,O=C(Nc1ccc(Cl)cc1)OCCN1CCOCC1
1.6,-0.3,-2.1,-10.9,-1.8,-1.6,0.4,-8.9,-8.7,1.4,CCOc1ccc(N(C(C)C(=O)NC(C)CC)S(C)(=O)=O)cc1 (configuration not stated)
34.8,-2.1,-3.8,13.3,-5.0,-24.8,-1.2,0.3,-13.4,5.3,CCN1C(=O)C(CC(=O)Nc2ccc(OC)cc2)N(CCc2ccc(F)cc2)C1=S (configuration not stated)

(listing goes on)
SR-BI DiI inh,NSD2 inh,Keap1-Nrf2 PPI,Arrestin-AP2 inh,DAGLB inh,SR-BI DiI-HDL act,LANA DNA inh,PvdQ acylase,PKA-R2B act,RTF Ca sens inh,SMILES
21.8,-3.4,-0.1,21.6,-1.8,-21.8,-1.9,6.2,3.1,10.0,CC1=CC(=C(C#N)C#N)C=C(C)N1CCN1CCN(C(=O)Nc2ccc(Cl)c(Cl)c2)CC1
4.8,-2.3,-1.0,-5.0,-9.3,-4.8,-1.4,-10.8,-7.1,-3.1,Cc1ccc(C(C)C)c(OCC(=O)NCC(c2cccs2)N2CCOCC2)c1 (configuration not stated)
-19.8,-1.5,-4.7,6.7,1.7,19.8,1.0,-8.0,3.4,-7.9,COc1ccc(/C=C(\C#N)C(=O)OCC(=O)NC(C)c2ccccc2)cc1 (configuration not stated)
-13.3,-0.6,-4.3,-11.7,0.7,13.3,0.2,-16.6,6.3,-9.8,CCOCc1nnc(NC(=O)c2ccco2)s1
.,-3.7,-0.3,-0.9,0.4,.,-0.1,-8.9,7.8,7.4,CC(NC(=O)c1ccc(S(=O)(=O)N(C)C)cc1)c1ccc(-n2ccnc2)cc1 (configuration not stated)
7.0,7.0,-3.7,-1.4,-1.7,-7.0,5.3,-7.5,-10.7,0.3,N#Cc1c(N)nc2c(c1-c1ccncc1)CCCCCC2
-1.6,-2.9,-2.4,-10.5,-1.7,1.6,-0.5,-3.6,-1.1,2.4,CC(NC(=O)c1ccccc1)C(=O)OCC(=O)Nc1cccc(S(=O)(=O)N2CCCC2)c1 (configuration not stated)
0.0,25.4,-12.1,5.7,-2.0,0.0,0.5,-8.6,-11.7,1.8,COc1cc2c(C#N)c(N3CCOCC3)nc(N)c2c(N)n1
-2.7,-4.6,-0.9,-7.7,-1.9,2.7,-0.6,-6.4,-7.8,11.0,Cn1nc(C(=O)OCc2ccccc2F)c2ccccc2c1=O
-6.6,25.3,-1.8,30.4,4.4,6.6,-3.8,6.0,-0.9,2.6,CCN(Cc1ccccc1)c1ccc(/C=N/N=C(N)N)cc1
3.3,4.2,-3.7,4.0,-3.0,-3.3,-3.1,1.5,6.8,-4.4,CCOc1ccccc1NC(=O)NCc1ccc2c(c1)OCO2
-2.9,-0.4,-0.2,25.4,1.3,2.9,-0.9,-3.2,-3.0,1.3,CCOC(=O)CN(C(=O)CSc1nnc(CNc2ccc(F)cc2)n1C)c1ccccc1
11.5,-3.3,-1.4,2.8,-9.7,-11.5,-1.0,-9.8,-11.8,2.2,O=C(COC(=O)c1ccccc1Cc1ccccc1)Nc1ccc(SC(F)F)cc1
-3.4,-2.9,2.9,-1.0,0.9,3.4,-1.2,-6.2,1.2,2.0,Cc1cc(C)c(C(=O)Cn2nc(C(=O)O)c3ccccc3c2=O)cc1C

Rows were taken by chance. Share with any hit: about 2.1%.
